Screens deposited in PubChem by Broad Institute.
ERAP1 inh: ERAP1 (human) enzyme inhibition; AID 652197; inhibition, % at 10.7 µM; 0.15% of 340,000 active; recombinant ERAP1, Leu-AMC fluorescence, 60 min; Q9NZ08;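 active means mean replicate inhibition of at least 30%, or all replicates individually reaching that 30% level; inactive means mean below 30% and not every replicate reaching it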;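 further: 0% = neutral control wells and 100% = L-leucinethiol positive control wells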
Target sequence (Q9NZ08 whole entry, looked up): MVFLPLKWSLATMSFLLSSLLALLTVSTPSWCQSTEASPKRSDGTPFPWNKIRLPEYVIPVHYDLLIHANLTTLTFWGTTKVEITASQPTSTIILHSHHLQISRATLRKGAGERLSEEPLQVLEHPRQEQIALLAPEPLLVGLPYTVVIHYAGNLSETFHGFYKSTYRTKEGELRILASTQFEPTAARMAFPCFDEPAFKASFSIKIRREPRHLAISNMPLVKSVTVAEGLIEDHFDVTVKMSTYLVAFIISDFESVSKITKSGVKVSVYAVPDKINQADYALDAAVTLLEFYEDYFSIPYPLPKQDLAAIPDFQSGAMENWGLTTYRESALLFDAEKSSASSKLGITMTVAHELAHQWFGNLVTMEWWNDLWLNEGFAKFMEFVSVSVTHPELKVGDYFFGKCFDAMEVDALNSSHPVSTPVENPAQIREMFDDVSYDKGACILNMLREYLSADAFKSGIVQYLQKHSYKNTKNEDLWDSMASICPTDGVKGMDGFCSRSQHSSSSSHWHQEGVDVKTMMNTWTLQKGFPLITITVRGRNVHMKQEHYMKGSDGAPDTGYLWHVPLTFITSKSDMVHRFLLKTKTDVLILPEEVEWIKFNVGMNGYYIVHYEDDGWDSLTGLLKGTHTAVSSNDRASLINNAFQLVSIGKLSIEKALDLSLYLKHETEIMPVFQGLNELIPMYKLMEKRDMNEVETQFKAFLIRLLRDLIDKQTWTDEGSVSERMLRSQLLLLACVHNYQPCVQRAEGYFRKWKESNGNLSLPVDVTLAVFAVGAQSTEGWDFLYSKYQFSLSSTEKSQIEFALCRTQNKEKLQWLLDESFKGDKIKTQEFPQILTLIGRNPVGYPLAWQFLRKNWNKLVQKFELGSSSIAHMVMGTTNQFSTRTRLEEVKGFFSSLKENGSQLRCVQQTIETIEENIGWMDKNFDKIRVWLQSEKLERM
DENV2 CPE rescue: protects cells from dengue virus 2 cytopathic effect | DENV2-infected cells, cytopathic effect rescue, plate reader | CPE inhibition, % at 9.99 µM | 1.7% of 350,000 active | AID 651640; in the data active means CPE inhibition above about 20%, passing the limit was not always enough; inconclusive means no clear call, values can overlap the other calls; tested in BHK-21 cells;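 further: 0% = median of neutral control wells and 100% = median of positive control wells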
CFTR F508del cor: CFTR F508del correction in bronchial cells; CFBE cells, YFP halide quenching; stimulated with forskolin plus potentiator P3; % fluorescence drop versus neutral controls; activity (quench increase), % at 7.58 µM; 0.36% of 350,000 active; AID 720511;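 active means mean added fluorescence quench of at least 8% versus neutral control, with both replicates also reaching 8%; inconclusive means only one of the mean or replicate conditions met; inactive means mean below 8% and not both replicates reaching 8%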;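 further: cells transiently co-express mutant CFTR-F508del with the halide-sensitive YFP; corrector assay measuring rescue of mutant channel to the surface after 24 h compound exposure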
SIRT5 inh: sirtuin-5 (human) deacylase inhibition. Q9NXA8. Purified SirT5, succinyl-peptide AMC, trypsin-coupled fluorescence. inhibition, % at 15 µM. 1.1% of 330,000 active. AID 652115; in the data active means inhibition above about 15%; inconclusive means no clear call, values can overlap the other calls
miR122 inh: blocks miR-122 activity in Huh7 sensor cells. 0.3% of 340,000 active. AID 602342. activation (reporter increase), % at 12.5 µM. Huh7 miR-122 Renilla luciferase sensor, 48 h; neutral wells = 0, positive control = 100;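 active means mean replicate activation score at least 90 and every replicate individually at or above 90; inconclusive means only one of the two criteria met; inactive means neither criterion met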;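 further: higher luciferase means less miR-122 activity so hits act as miR-122 inhibitors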
ERp5 block: blocks human ERp5 reductase activity on insulin; inhibition, % at 9.99 µM; ERp5 insulin aggregation, absorbance 650 nm, 90 min; 0.05% of 350,000 active;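 active means mean replicate inhibition above about 25%, with every replicate also reaching it, limit read from the data, passing the limit was not always enough; inconclusive means only one of those two criteria met; inactive means neither criterion met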
CASP6 VEID inh: inhibitors of human caspase-6 | P55212 | purified caspase-6, Z-VEID-R110 cleavage fluorescence | inhibition, % at 12.5 µM | 0.53% of 350,000 active;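 active means mean inhibition across replicates at least about 35%, with every replicate also reaching that limit, limit read from the data; inconclusive means only one of the two criteria met; inactive means neither criterion met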;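 further: 0% = median of neutral control wells and 100% = no fluorescence left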
The depositor's hits bear a star; ? = inconclusive; / = not tested or not shown; & = joins results of further samples; [ ] = dose if it differs, or a comment.

Every second line gives: ERAP1 inh	DENV2 CPE rescue	CFTR F508del cor	SIRT5 inh	miR122 inh	ERp5 block	CASP6 VEID inh
- O=C(Cn1ccc2ccccc2c1=O)NCC(=O)N1CCC2(CC1)OCCO2
 : /	1	1.1	-3	-4	3	0
- Clc1ccc(CNCCc2ccc3c(c2)OCO3)cc1
 : -1	5	-0.2	-13	-29	3	-4
- O=c1oc2ccccc2c(O)c1[C@H]1c2ccc(O)cc2Oc2c1c(=O)oc1ccccc21
 : -109	1	-0.7	-1	-1	-9	12
- COc1ccc(CC(C)NCCc2ccc(OC)c(OC)c2)cc1 (configuration not stated)
 : 0	?	-0.8	-3	4	0	0
- Cc1ccc(C)c(NC(=S)NCCc2cnc[nH]2)c1
 : 1	0	-0.1	1	-3	3	-1
- CN(C)CCNC(=O)c1cccn(Cc2cc(C(F)(F)F)cc(C(F)(F)F)c2)c1=O
 : -2	-1	-0.6	-8	1	4	-4
- COc1ccc2nc3oc(C(=O)N4CCC5(CC4)OCCO5)cc3cc2c1
 : 0	6	0.3	-5	/	-4	3
- Cc1cccc(Cn2cc(C=O)c3ccccc32)c1
 : -2	2	-0.3	-1	-10	0	-3
- Cc1ccccc1N1C(=O)NC(=O)/C(=C\c2cc(C)n(C)c2C)C1=O
 : 1	/	0.5	-2	/	2	4
- CCCCCCn1c(=O)c(C(=O)Nc2cnccn2)c(O)c2ccccc21
 : -1	0	1.0	-2	/	-2	0
- CN1C(=O)/C(=C\c2ccc(Br)s2)C(=O)NC1=S
 : 7	1	-12	4	2	3	11
- NCCc1c[nH]c2ccc(O)cc12
 : -1	?	4.5	2	1	4	-9
- O=C1NC(=O)C(CCc2ccncc2)(CCc2ccncc2)C(=O)N1Cc1ccc(F)cc1
 : -1	-3	-0.4	-3	60	5	2
- CCOC(=O)N1CCC(NC(=O)CCc2nc(C3=CCN(C)CC3)no2)CC1
 : -4	4	4.0	-3	/	-12	-2
- O=C(Cc1cccnc1)N1CCCCN2[C@@H](CO)[C@@H](c3ccc(C#CC4(O)CCCC4)cc3)[C@@H]2C1
 : 3	40*	1.1	-1	10[16.7 µM]	-1	1
- O=C(CNC(=O)c1ccc(Br)cc1)Nc1ccc(Br)cc1C(=O)c1ccccc1
 : 3	1	/	0	/	0	-3
- CCC1C2Cc3ccc(O)cc3C1(CC)CCN2C (configuration not stated)
 : -3	5	2.8	-1	/	-5	0
- CC1CCCC(C)N1/N=C/c1c[nH]c2ccc(Br)cc12 (configuration not stated)
 : -1	-4	/	-4	/	3	2
- COc1ccccc1OCC(=O)N1CCN(Cc2ccc3c(c2)OCO3)CC1
 : 3	-3	/	-4	/	?	1
- CCC(=O)OC1(c2ccccc2)C(C)CN(C)CC1C (configuration not stated)
 : -2	4	1.7	-2	-7	1	-3
- C[N+](C)(C)CC#CCOC(=O)Nc1cccc(Cl)c1
 : -1	7	0.5	2	-4	1	2
- CC12C(C(=O)O)C1(c1ccccc1)C2C(=O)O (configuration not stated)
 : 5	-1	-2.4	-2	/	6	0
- CCOC(=O)CC(SP1(=S)OCC2(CCCCO2)C(C2CCCCO2)O1)C(=O)OCC (configuration not stated)
 : -1	10	-0.8	-1	0	-2	-1
- Cc1ccccc1[N+](=O)[O-]
 : 0	-14	2.0	/	-4	-2	-3
- COC(=O)[C@@H]1[C@@H](CO)[C@@H]2Cn3c(ccc(-c4ccncc4)c3=O)[C@H]1N2S(=O)(=O)c1ccccc1C
 : 1	-10	2.4	-66	1[16.7 µM]	-11	0
- COC(=O)C1=C(c2ccc(C(C)=O)cc2)C[C@@H]2CC[C@H]1N2C
 : /	-5	1.6	/	-3	2	-1
- Cc1nc2ccccc2c(=O)n1-c1ccc(Cl)c(Cl)c1
 : 12	-7	-1.1	-6	-2	2	1
- CN1CCc2nc3sc(C#N)c(N)c3c(-c3cccs3)c2C1
 : 4	0	-3.5	7	6	8	6
- Cc1ccc(OP(N)(=O)Oc2ccc(C)cc2)cc1
 : 3	-5	0.8	-3	-4	-2	6
- COc1cc(C(=O)NN=Cc2ccc(N(CCCl)CCCl)cc2)cc(OC)c1OC
 : -4	-8	-3.4	/	/	14	5
- COc1ccccc1N1CCNCC1
 : -1	-8	-9.5	0	7	4	1
- O=C1C2CC(CN3CCCCC23)C2CCCCN12 (configuration not stated)
 : -1	11	3.6	-4	-1	-5	1
- Clc1ccc2sc(C3CCNCC3)nc2c1
 : 6	11	1.0	-8	0	4	-15
- Cc1ccc(-n2c(O)c(/C=N/NC(=O)c3ccncc3)c(=O)[nH]c2=O)cc1
 : 15	4	4.5	2	/	-3	6
- O=C(Cc1ccccn1)N1CCCCN2[C@H](C1)[C@@H](c1ccc(Br)cc1)[C@@H]2CO
 : -3	-4	-4.2	2	-1[16.7 µM]	-2	2
- Cc1ccc(Sc2ccc(C=C3C(=O)N(C)C(=O)N(C)C3=O)o2)cc1
 : -2	-3	0.7	-4	-7	-5	5
- CCCCCC[N+](=O)[O-]
 : 1	-7	2.0	/	3	-1	-3
- Cc1[nH]c2ccc(OCc3ccccc3)cc2c1CCN
 : -3	-1	1.3	-4	-5	-2	14
- COc1ccc(CN2Cc3cc(-c4cccc(F)c4)ccc3-n3nncc3C2)cc1
 : /	-1	0.9	/	5	-1	-3
- COC(=O)C1=C(c2ccc(F)cc2F)C[C@@H]2CC[C@H]1N2C(=O)NCCCOC(C)C
 : -2	-5	-3.0	-3	-4	-5	-2

Given as tab-separated lines: two of the compounds above
compound	ERAP1 inh	DENV2 CPE rescue	CFTR F508del cor	SIRT5 inh	miR122 inh	ERp5 block	CASP6 VEID inh
CCCCCCn1c(=O)c(C(=O)Nc2cnccn2)c(O)c2ccccc21	-1	0	1.0	-2	/	-2	0
CN1C(=O)/C(=C\c2ccc(Br)s2)C(=O)NC1=S	7	1	-12	4	2	3	11

The listing continues:
Every second line gives: ERAP1 inh	DENV2 CPE rescue	CFTR F508del cor	SIRT5 inh	miR122 inh	ERp5 block	CASP6 VEID inh
- CNC(=O)c1cccn(Cc2cccc(C(F)(F)F)c2)c1=O
 : 2	1	-0.4	-7	/	3	4
- CCC1(OC(=O)c2ccccc2)CC(C)N(C)CC1C (configuration not stated)
 : -2	12	1.2	0	0	4	-3
- O=c1ccc2cc3ccoc3c(O)c2o1
 : 0	-12	1.2	0	1	0	11
- CCCCn1c(=O)c(C(=O)Nc2ccccc2F)c(O)c2ccccc21
 : 1	-12	-2.3	-4	10	2	-6
- CC(=O)c1ccc(OC(NC(=O)c2ccco2)C(Cl)(Cl)Cl)cc1 (configuration not stated)
 : -6	3	0.1	1	/	-4	-1
- COc1ccccc1[As](=O)(O)CC(O)COc1ccc(Cl)cc1Cl (configuration not stated)
 : 0	-4	0.9	-2	/	-2	/
- O=C1NCN(c2ccccc2)C12CCN(C(c1ccccc1OC(F)(F)F)c1nnnn1C1CCCCC1)CC2 (configuration not stated)
 : /	0	0.1	-1	9	2	-2
- O=C1CN=C(c2cccc(Br)c2)c2cc(Br)ccc2N1
 : -3	-2	-0.7	0	/	1	2
- Cc1ccc2nc(-c3ccc(CN4CCC(n5c(=O)[nH]c6ccccc65)CC4)cc3)c(-c3ccccc3)nc2c1
 : -4	-3	-1.7	-4	/	-4	-4
- Cc1ccc(CN2CCCC(C(=O)c3ccc4c(c3)OCO4)C2)cc1C (configuration not stated)
 : -1	1	-1.9	-8	-3	3	0
- CC(c1ccccc1)[n+]1ccccc1 (configuration not stated)
 : /	6	1.2	/	-2	3	/
- COc1cccc(CNCCc2c[nH]c3ccccc23)c1OC
 : -1	5	-1.2	0	/	-3	-2
- O=C(N/N=C/c1c(O)n(CCc2ccccc2)c(=O)[nH]c1=O)c1ccccc1O
 : /	-1	1.1	38*	/	3	5
- COc1ccc(OC)c(/C=N/OC(=O)Nc2ccc(Cl)cc2)c1
 : -3	-1	1.2	0	/	3	-1
- O=C(CN1CC=C(c2ccccc2)CC1)Nc1cc(Cl)ccc1Cl
 : 3	7	/	-4	/	0	2
- CC=C(C)C(=O)OC1CCN2CC=C(COC(=O)C(O)(C(C)OC)C(C)(C)O)C12 (configuration not stated)
 : -1	/	3.0	/	-2	3	0
- CS(=O)(=O)N1Cc2ccccc2-n2nncc2C1
 : 0	-2	3.7	-6	-2	2	0
- COc1ccc(O)c2c(=O)c3c(OC)cc4c(c3oc12)C1C=COC1O4 (configuration not stated)
 : 5	9	1.1	/	5	0	-1
- COc1ccc(C(=O)N2CCC3(CC2)OCCO3)cc1
 : -1	-2	-1.2	0	/	-9	1
- Cc1cc(OC(C)C(=O)NCC(O)c2ccccc2)c2c3c(c(=O)oc2c1)CCCC3 (configuration not stated)
 : 0	?	3.7	-4	2	-9	1
- C[C@@]12N[C@@H](Cc3ccccc31)c1ccccc12
 : -3&-3	8&-1	-3.8&5.8	-1&0	-7&-8	-5&7	-1&3
- COC(=O)CN1C(=O)CN=C(c2ccccc2Cl)c2cc(Br)ccc21
 : /	6	0.0	3	-5	0	1
- O=C(/C=C/c1ccccc1)NCCc1cnc[nH]1
 : 1	-4	0.3	0	-8	-3	-3
- COC1=CC=C2[C@H]3Cc4ccc(OC)c5c4[C@@]2(CCN3C)[C@H]1O5
 : 3	15	4.7	-3	0	2	-3
- N#Cc1cccc(-c2ccc([C@@H]3[C@@H](CO)N4CCCCN(C(=O)Cc5cccnc5)C[C@H]34)cc2)c1
 : /	/	2.0	-1	-8[16.7 µM]	-5	/
- Cc1c2cnn(CC(=O)N3CCC4(CC3)OCCO4)c(=O)c2c(C)n1Cc1ccccc1Cl
 : -2	-1	0.5	-1	/	5	-2
- Cc1ccc2c(C)c3ccc4ccccc4c3c[n+]2c1
 : -172	-11	9.2*	-60	9	-1	-11
- COc1cc2[nH]c(C(=O)N3CCC4(CC3)OCCO4)cc2c(OC)c1OC
 : -1	-5	2.2	0	1	9	0
- COc1ccc(-c2ccc3n(c2=O)C[C@@H]2[C@@H](CO)[C@H](C(=O)O)[C@H]3N2C(=O)c2ccccc2F)cc1
 : -1	2	/	-67	/	-3	-1
- COc1ccc(-n2c(/C=C3/C(=O)Nc4ccccc43)nc3ccccc3c2=O)cc1
 : 1	/	-1.0	7	/	-2	-1
- O=C(Cc1cc(=O)oc2cc(O)ccc12)NN=Cc1ccc(N(CCCl)CCCl)cc1
 : -6	-8	-2.6	-1	/	-1	0
- NCCc1c(Cc2ccccc2)[nH]c2ccccc12
 : -3	-4	1.7	-1	-2	0	0
- COc1ccccc1CN1[C@H](CO)[C@@H](c2ccccc2)C12CN(C(=O)Cc1ccccc1)C2
 : -3	1	1.4	-5	/	3	1
- CC1CN2C(=O)C1(c1ccccc1)C(=O)NC2=S (configuration not stated)
 : 1	-11	1.5	-1	-3	2	-1
- COC(=O)C1=C(c2cccc(OCc3ccccc3)c2)C[C@@H]2CC[C@H]1N2C(=O)NCc1cccc(C(F)(F)F)c1
 : -2	0	0.5	-8	17	-5	0
- CCC(C)C(=O)N[C@@H](c1ccccc1)[C@@H](O)C(=O)O[C@H]1C[C@@]2(O)[C@@H](OC(=O)c3ccccc3)C3[C@](C)(C(=O)[C@H](OC(C)=O)C(=C1C)C2(C)C)[C@@H](O)C[C@H]1OC[C@@]31OC(C)=O (some centres not stated)
 : -14	-14	11*	0	-6	-1	-1
- COc1ccc(C(=O)c2nc3ccccc3n2C(C)C)cc1OC
 : 5	0	0.9	-6	/	-1	-2
- COc1cc(CC(C)N)c(OC)cc1I (configuration not stated)
 : 2&5	?	-1.8&2.5	-5	1	1&-3	4&-2
- O=C1/C(=C\c2ccccc2)C2OCC=C3CN4CCC56c7ccccc7N1C5C2C3CC46 (configuration not stated)
 : 3	12	-1.2	2	1	-2	0
- CCOC(=O)[C@]12Cc3ccccc3[C@H]1N(Cc1ccccc1)C(=O)c1ccccc12
 : -2	-18	4.7	-2	-3	2	-1
- Nc1cc(C(=O)Nc2ccc(Cl)cc2)ccc1N1CC2CC(C1)c1cccc(=O)n1C2 (configuration not stated)
 : -1	-4	-0.5	-4	5	/	2
- CC(=O)OC[C@]12CCC(C)=C[C@H]1O[C@@H]1[C@H](O)[C@@H](OC(C)=O)[C@@]2(C)[C@]12CO2
 : -2	-40	-6.2	7	-23	-1	-2
- COC(=O)C1=C(c2ccc(S(C)(=O)=O)cc2)C[C@@H]2CC[C@H]1N2C
 : -2	4	1.7	-7	0	2	-1

Only part of the results is shown (hit frequency here may not be typical).
